M1 agonist: activates the M1 muscarinic receptor | actives 3% (n = 64,000) | B-score at 10 µM | CHO-M1 cells, Fluo-4 calcium fluorescence, agonist mode; stronger effect = higher value;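 active = fluorescence rise, raw or as B-score row- and column-corrected plate score, outside the 99.7% band of its plate's samples, either direction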
HER2 expr 66K: Her2 kinase expression inhibition | AID 645 | HER2 level % of control, % at 10 µM | P04626 | SKBR-3 HER2 protein level, AlphaScreen, 18-24 h; stronger effect = lower value | actives 0.69% (n = 65,000);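 active = HER2 level under 5% of the carrier-only control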;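 note: 100% = DMSO carrier and 0% = 500 nM PU-H71 HSP90 inhibitor; lower value means stronger loss of Her2 protein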
Target sequence (P04626 whole entry, looked up): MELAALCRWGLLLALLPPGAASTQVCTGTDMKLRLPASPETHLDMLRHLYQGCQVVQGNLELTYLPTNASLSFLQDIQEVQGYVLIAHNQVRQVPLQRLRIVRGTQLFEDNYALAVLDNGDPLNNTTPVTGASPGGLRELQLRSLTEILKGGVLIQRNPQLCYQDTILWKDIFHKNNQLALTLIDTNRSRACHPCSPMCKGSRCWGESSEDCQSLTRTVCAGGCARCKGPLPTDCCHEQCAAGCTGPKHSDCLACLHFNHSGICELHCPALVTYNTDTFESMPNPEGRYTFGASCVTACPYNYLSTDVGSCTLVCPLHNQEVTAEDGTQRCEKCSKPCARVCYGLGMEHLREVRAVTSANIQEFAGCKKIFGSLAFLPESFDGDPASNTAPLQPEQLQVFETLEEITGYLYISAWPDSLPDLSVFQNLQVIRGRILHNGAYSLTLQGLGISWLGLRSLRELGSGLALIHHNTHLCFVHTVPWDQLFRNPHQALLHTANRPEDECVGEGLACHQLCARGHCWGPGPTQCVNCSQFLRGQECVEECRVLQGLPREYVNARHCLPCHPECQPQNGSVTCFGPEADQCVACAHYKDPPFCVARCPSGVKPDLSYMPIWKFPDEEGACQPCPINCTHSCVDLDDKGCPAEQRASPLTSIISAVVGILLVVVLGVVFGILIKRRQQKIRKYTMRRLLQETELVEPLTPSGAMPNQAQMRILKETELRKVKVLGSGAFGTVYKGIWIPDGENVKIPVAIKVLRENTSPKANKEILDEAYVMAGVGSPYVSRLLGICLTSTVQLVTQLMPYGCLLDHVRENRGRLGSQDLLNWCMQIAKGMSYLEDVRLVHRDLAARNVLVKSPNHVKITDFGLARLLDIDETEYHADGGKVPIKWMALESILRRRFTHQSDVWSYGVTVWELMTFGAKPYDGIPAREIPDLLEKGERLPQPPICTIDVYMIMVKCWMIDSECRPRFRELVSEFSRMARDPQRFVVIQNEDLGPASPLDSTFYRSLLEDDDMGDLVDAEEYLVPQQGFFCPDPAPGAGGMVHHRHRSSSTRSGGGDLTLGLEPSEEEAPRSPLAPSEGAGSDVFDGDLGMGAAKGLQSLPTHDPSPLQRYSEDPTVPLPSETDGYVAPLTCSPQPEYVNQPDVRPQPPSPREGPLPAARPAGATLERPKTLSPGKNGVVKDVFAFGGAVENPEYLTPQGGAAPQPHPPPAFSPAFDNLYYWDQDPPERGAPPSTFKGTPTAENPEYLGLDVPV
D1 mod: D1 dopamine receptor (human) allosteric modulation; P21728; HEK293 D1, CRE-luciferase, dopamine EC30 potentiation; actives deviate in either direction; B-score at 10 µM; actives 5.9% (n = 58,000);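 active = luminescence count or its row- and column-corrected plate score outside the 99.7% band of the plate's sample wells, on either side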
E coli RNAP: blocks E. coli RNA polymerase transcription; P0A8V2; fluorescence transcription assay; inhibition, %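 (tested at 10 µM)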; actives 0.2% (n = 62,000); AID 559; in the data active = inhibition above about 20%;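 note: 0% = enzyme without compound and 100% = no enzyme blank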
M1 antag: antagonists of rat M1 muscarinic receptor; P08482; actives 3.4% (n = 64,000); B-score at 10 µM; CHO-M1 cells, Fluo-4 calcium, ACh EC80 antagonist mode; stronger effect = lower value;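 active = calcium fluorescence response, raw or row-and-column corrected B-score, differing from the plate sample mean either way at a set confidence level, mostly lower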
Autofluor 339: intrinsic fluorescence of library compounds, ex339/em460 – biochemical, MLSMR library, data from DPM-DC assay, artefact control, profiling panel; compound autofluorescence, ex339/em460 nm, NADH buffer; stronger effect = higher value; 1 = no-compound wells, NADH background; fluorescence fold increase at 10 µM; actives 5.5% (n = 65,000); AID 709;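 active = at 10 µM, mean starting fluorescence two-fold or more over control wells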;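 note: signal is the first read of a kinetic run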
Hsp90 inh: displaces geldanamycin probe from tumor Hsp90 | NCI-N417 lysate Hsp90, Cy3B-geldanamycin FP displacement | inhibition, % at 30 µM | actives 0.35% (n = 64,000);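 active = inhibition above 50%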;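 note: 0% = tracer plus lysate wells and 100% = tracer alone without lysate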
NADH enzymes: inhibition of NAD/NADH coupling enzymes, library profiling. actives 0.02% (n = 65,000). coupled PK/LDH NADH assays, four targets. IC50, µM (titrated, usually from 10 µM), inactives show at the highest dose inhibition. AID 774;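 active = single-dose screening hits from any of four coupled enzyme assays that gave an IC50 when retested across doses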;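 note: the DPM-DC format reads NADH fluorescence rather than 340 nm absorbance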
5HT1a ag: 5-HT1a (human) receptor agonism; CHO 5-HT1a Ga15 NFAT-bla reporter, FRET ratio; 0% basal, 100% maximal reference agonist; activation, % at 10 µM; actives 0.56% (n = 65,000); AID 567;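 active = activation above the screen-wide mean activation plus 3 SD, cut at about 19% in these data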;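 note: 0% = DMSO wells and 100% = 5-CT at EC100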
The depositor's hits bear a star; . = no result given; [ ] = dose if it differs, or a comment.

SMILES	M1 agonist	HER2 expr 66K	D1 mod	E coli RNAP	M1 antag	Autofluor 339	Hsp90 inh	NADH enzymes	5HT1a ag
Cc1ccc2c(c1)c(C)c(C)n2CC(O)Cn1nc(C)cc1C (centres undefined)	0.133	84.7	.	-0.4	-0.00762	1.16	.	1.0%	-1.1
CC1C=CCC2C(=O)N(c3cccc(C(=O)N4CCN(c5ccc(F)cc5)CC4)c3)C(=O)C12 (centres undefined)	2	93.3	0.0975	-1.2	-1.06	1.1	-0.6	4.0%	-0.6
Cc1nc(NC(=O)CSc2nc3cccnc3n2C2CCCCC2)sc1C	-1.49	77.0	1.62	4.9	-0.239	1.18	0.5	7.0%	-0.5
CCOC(=O)c1cc(OC(=O)c2cccs2)n(-c2ccccc2)n1	0	144.9	0.996	1.6	0.183	1.08	-1.3	6.0%	4.5
CCc1sc(C(=O)N2CCN(S(C)(=O)=O)CC2)cc1Br	-0.142	84.0	-0.0939	12.9	0.686	1.12	-1.4	3.0%	0.2
CCOC(=O)C1CCCN(C(=O)C2CCN(Cc3nc(-c4ccc(Cl)cc4)oc3C)CC2)C1 (centres undefined)	-1.24	87.1	0.888	5.3	-1.71	1.08	-4.7	3.0%	-1.2
Cc1ccc2[nH]c3c(c2c1)CCc1cn[nH]c1-3	0.605	36.9	-0.886	5.9	0.608	1.84	0.9	6.0%	-4.4
COc1ccc(-c2cc(C(=O)N3CCN(C(c4ccccc4)c4ccccc4)CC3)no2)cc1OC	5.37	76.9	0.306	3.5	-0.599	1.11	0.1	6.0%	-2.4
CN1CCCN(C(=O)Cc2c(Cl)cccc2Cl)c2nc3ccccc3nc21	-0.499	85.8	3.73	1.8	0.185	1.36	-3.1	5.0%	2.9
COc1nc(N(C#N)CC(N)=O)nc(N2CCCC2)n1	-0.55	133.6	8.38*	-3.0	0.0962	1.06	5.2	8.0%	0.4
Cc1ccc(C)c(NC(=O)CN(C)S(=O)(=O)c2ccc(F)cc2)c1	-0.558	132.1	-0.00644	7.3	-1.39	1.06	8.3	7.0%	0.6
Clc1ccc(OCc2nnc(-c3ccccc3Br)o2)cc1	-0.679	105.8	1.09	3.9	0.0736	1.1	-5.5	7.0%	-5.7

Arranged by the number under E coli RNAP (rising): three from the list above.
canonical_smiles	M1 agonist	HER2 expr 66K	D1 mod	E coli RNAP	M1 antag	Autofluor 339	NADH enzymes	5HT1a ag
CCOC(=O)c1cc(OC(=O)c2cccs2)n(-c2ccccc2)n1	0	144.9	0.996	1.6	0.183	1.08	6.0%	4.5
CCOC(=O)C1CCCN(C(=O)C2CCN(Cc3nc(-c4ccc(Cl)cc4)oc3C)CC2)C1 (centres undefined)	-1.24	87.1	0.888	5.3	-1.71	1.08	3.0%	-1.2
Cc1ccc2[nH]c3c(c2c1)CCc1cn[nH]c1-3	0.605	36.9	-0.886	5.9	0.608	1.84	6.0%	-4.4

Later entries.
SMILES	M1 agonist	HER2 expr 66K	D1 mod	E coli RNAP	M1 antag	Autofluor 339	Hsp90 inh	NADH enzymes	5HT1a ag
Cc1nc(SCC(=O)c2c(C)[nH]c3ccccc23)c2c(=O)n(C)c(=O)n(CC(C)C)c2n1	0.403	95.5	0.146	0.3	0.0705	1.1	.	1.0%	-0.3
Cc1ccc(C)c(N2CCN(C(=O)CCCCn3c(=O)[nH]c4ccccc4c3=O)CC2)c1	2.03	67.5	-0.542	8.5	-0.0283	1.02	-1.2	2.0%	2.0
CC1CCc2cc(F)cc3c(O)c(C(=O)NCc4ccco4)c(=O)n1c23 (centres undefined)	-1.14	51.0	.	0.6	-2.11	1.17	-2.1	1.0%	2.3
Nc1nc2sc3c(c2cc1C(=O)N1CCOCC1)CCCC3	0.301	91.9	0.922	-1.8	-0.264	2.17*	-1.1	15.0%[fluoresces]	-1.7
CC(C)COC(=O)n1ccc(C(=O)N2CCCCC2)n1	-0.716	83.1	-0.768	-0.7	-0.0418	1.04	-1.9	11.0%	-2.2
CCCC(c1nnnn1C1CCCCC1)N1CCN(c2ncccn2)CC1 (centres undefined)	0.199	144.0	0.919	.	0.414	1.08	2.9	10.0%	0.9
COc1cccc(-c2noc(C3CCCN(S(=O)(=O)c4cccc(Cl)c4C)C3)n2)c1 (centres undefined)	0.241	94.7	-0.417	.	0.484	0.86	-2.8	5.0%	1.3
O=C1C2C(c3ccccc3)C=CC(c3ccccc3)C2C(=O)N1CCO (centres undefined)	1.97	122.4	0.977	7.2	0.115	1.04	-3.0	5.0%	1.2
Cc1c(NC(=O)c2ccc3c(c2)OCO3)cccc1-c1nc2ccccc2o1	-0.45	102.3	-1.1	0.2	0.162	1.12	-0.9	5.0%	0.8
O=C(CSc1ccc2nnc(-c3ccc(F)cc3)n2n1)NCc1ccco1	0.924	89.7	0.595	.	-1.9	1.2	-5.4	6.0%	0.2
COc1ccc(-c2nnc3sc(COc4ccccc4)nn23)cc1	-1.05	100.1	.	3.2	-0.0346	1.12	15.0	3.0%	-3.1
CCOC(=O)CNC(=O)c1ccc2c(c1)OCCO2	0.887	91.7	-1.4	10.8	0.00885	1.05	-0.1	8.0%	-1.2
CC1CN(C(=O)CSc2nnc(-c3ccncc3)n2-c2ccccc2)CC(C)O1 (centres undefined)	-1.65	189.9	1.26	-2.4	0.315	1.01	1.6	3.0%	0.2
COc1ccc(-c2cn3c(C)c(C(=O)N4CCN(c5ccc(F)cc5)CC4)sc3n2)cc1	0.000116	85.9	-0.55	8.2	0.767	1.08	3.9	4.0%	1.2
Cc1cccc(NC(=O)c2cnc3sccn3c2=O)c1C	0.0587	.	.	6.2	-1.03	1.03	-3.9	1.0%	-0.4
O=C(c1ccc(Cl)cc1)N1CCC(c2nc(-c3cccs3)no2)CC1	0.0609	89.1	-0.637	4.2	-1.29	1.05	1.5	6.0%	-4.2
CN=C1SC(CC(=O)Nc2ccc(N3CCOCC3)cc2)C(=O)N1C (centres undefined)	0.255	79.0	-1.28	8.3	-0.0317	1.09	-7.4	2.0%	-1.6
O=C(CSc1nnc(-c2ccccn2)n1Cc1ccco1)c1ccccc1	-0.018	104.7	-0.76	-2.0	0.351	1.14	.	8.0%	-3.2
O=C(Nc1nnc(COc2ccccc2)s1)c1ccco1	0.271	83.9	-0.253	2.7	-0.164	1.15	1.4	7.0%	-0.7
COc1ccc(C(=O)NCc2nc3ccccc3[nH]2)cc1OC	-0.551	63.2	0.848	2.8	-0.0329	1.03	-2.6	1.0%	-1.1
CC(C)Sc1nnc([C@H](C)NC(=O)OC(C)(C)C)o1	0.0966	76.4	0.016	0.9	0.0946	1.14	-2.6	3.0%	-2.4
CC(C)NS(=O)(=O)c1ccc(OCC(=O)Nc2ccc3c(c2)OCO3)c(Cl)c1	-0.398	67.7	-0.403	0.6	0.145	1.08	14.8	2.0%	1.2
CCOc1ccc(NC(=O)CSc2nnc(COc3c(C)cccc3C)o2)cc1	-1.04	123.2	-0.149	4.1	-0.61	1.04	1.0	2.0%	2.8
Cc1oc2c(O)c(O)ccc2c(=O)c1-c1ccccc1	0.441	85.8	-0.456	9.2	0.971	0.98	70.0*	13.0%	1.9
CC(C#N)Sc1ncnc2sc3c(c12)CCC3 (centres undefined)	0.283	76.2	6.28*	4.9	-0.0832	1.07	-2.7	2.0%	0.1
Cn1c(=O)c2c(nc(NCCNC(=O)c3ccco3)n2Cc2ccc(Cl)cc2Cl)n(C)c1=O	0.047	86.6	0.632	6.4	-0.322	1.14	-6.1	4.0%	2.2
O=C(CSc1nnc2scc(-c3ccc(Cl)cc3)n12)NCc1ccc2c(c1)OCO2	0.419	67.5	6.29*	-11.6	-0.0235	1.07	-3.5	7.0%	3.0
CC(C)Cn1c(CN2CCCCC2C)nc2c1c(=O)n(C)c(=O)n2C (centres undefined)	0.191	.	1.08	-0.7	0.049	1.06	-2.8	3.0%	-0.1
CN(C)/C=C1\N=C(c2ccc(Cl)cc2Cl)OC1=O	-0.427	156.9	1.2	8.9	-0.211	0.99	-4.6	4.0%	-0.9
O=C(NCc1cccnc1)c1cnc2sccn2c1=O	0.83	77.7	1.49	-4.3	0.232	2.2*	-4.2	1.0%[fluoresces]	-3.4
CCc1nn(CC(=O)O)c(=O)c2ccccc12	0.0312	136.8	0.263	4.3	-0.373	1.14	-0.1	5.0%	-2.6
CC(C)COC(=O)c1cc(=O)[nH]c2ccccc12	0.501	106.0	1.32	6.9	-0.0729	1.56	-2.6	0.0%	-0.7
CC(C)(C)OC(=O)N1CCC(c2c(C(=O)O)cnn2-c2ccc(Cl)cc2)CC1	-0.278	79.9	-0.256	7.5	0.419	1.14	-2.9	6.0%	-0.4
Cc1[nH]nc2c1C(c1ccc(Cl)cc1)C(C#N)=C(N)O2 (centres undefined)	0.00134	95.9	-0.514	10.5	1.03	1.07	1.8	10.0%	0.4
O=C(NCC(c1cccs1)N1CCOCC1)c1cc2ccccc2o1 (centres undefined)	-1.39	98.2	0.0796	0.5	-0.218	1.14	.	3.0%	-2.7
O=C(NCCCN1CCN(c2cccc(Cl)c2)CC1)c1ccc(N2CCCC2=O)cc1	0.695	54.0	.	-9.5	-0.00491	1.03	-0.4	4.0%	15.4
O=C(Cc1cccs1)Nc1ccc(S(=O)(=O)N2CCCCC2)cc1	-0.19	82.8	1.47	8.0	0.0136	1.11	-14.0	3.0%	-4.9
COC(=O)C1=C(N)Oc2cc(C)n(Cc3ccco3)c(=O)c2C1c1cccc(Cl)c1 (centres undefined)	1.18	75.1	0.397	-1.7	0.689	1.11	-0.6	4.0%	-0.2
Cc1csc(NC(=O)CSc2nc(C(C)C)nc3c2c(=O)n(C)c(=O)n3C)n1	-0.0136	62.9	.	9.7	-0.00589	1.07	-5.0	2.0%	-0.4
O=C(COC(=O)c1cnccn1)Nc1ccc2c(c1)OCO2	-0.484	96.6	0.168	7.3	0.116	1.06	3.7	2.0%	-2.8
O=C1CC(Nc2ccc(N3CCOCC3)cc2)C(=O)N1C1CCCCC1 (centres undefined)	-0.463	87.8	-2	.	-0.123	1.11	3.8	0.0%	0.0
Nc1nc(C(=O)N2CCOCC2)nn1S(=O)(=O)c1ccc(Cl)cc1	0.83	96.4	-0.0717	1.7	0.13	1.1	-3.4	1.0%	-0.6
CS(=O)(=O)NCCC1=CCCCC1	-0.306	119.8	-0.000527	4.8	0.000696	1.07	-3.5	6.0%	-0.2
CCn1c(SCC(=O)OCc2ccccc2)nnc1-c1ccco1	-0.34	97.3	0.483	8.4	-0.238	1.05	-0.3	6.0%	-0.7
COc1ccc(N2C(=O)CSC2c2cccc(F)c2)c(OC)c1 (centres undefined)	-0.0227	107.2	0.333	1.6	-0.0124	0.98	1.3	8.0%	-3.0
CCOCCCNC(=O)C(C)NS(=O)(=O)c1ccc(C)cc1 (centres undefined)	-0.407	127.2	-0.426	8.4	-0.571	1.08	-20.4	2.0%	-2.0
COc1ccccc1N1CCN(C(=O)CCNS(=O)(=O)c2ccc(Br)s2)CC1	2.56*	83.1	-0.516	9.7	0.661	1.1	0.0	6.0%	1.3
O=C(NCCO)C(c1ccccc1)c1ccccc1	0.323	95.0	0.904	.	0.0382	1.13	-1.1	1.0%	-4.8
Cc1nc2ccc(Br)cn2c1NC(C)(C)C	0.0102	147.7	-0.591	2.4	-0.547	1.07	-2.2	2.0%	2.5
COc1cccc(-c2noc(CCC(=O)NC3CCCCC3)n2)c1	0.0137	80.6	-1.32	8.0	-0.347	1.03	-4.8	4.0%	-2.5
COc1ccc(S(=O)(=O)NCc2ccccn2)c(Cl)c1Cl	0	77.3	1.07	10.0	-0.355	1.09	-1.7	4.0%	-3.7
Cc1nnc(NC(=O)c2ccccc2Br)s1	0.218	83.4	-0.181	-3.9	-0.324	1.16	1.9	4.0%	0.5

Compound profiles, as listed above. Values in the order: M1 agonist	HER2 expr 66K	D1 mod	E coli RNAP	M1 antag	Autofluor 339	Hsp90 inh	NADH enzymes	5HT1a ag
Entry for COc1cccc(-c2noc(CCC(=O)NC3CCCCC3)n2)c1 : 0.0137	80.6	-1.32	8.0	-0.347	1.03	-4.8	4.0%	-2.5
Entry for Cc1nc2ccc(Br)cn2c1NC(C)(C)C : 0.0102	147.7	-0.591	2.4	-0.547	1.07	-2.2	2.0%	2.5

Source: PubChem
